# M4 antag – CHRM4 antagonism in calcium assay; 360,000 tested, 0.73% active; AID 624125; inhibition, % at 3 µM; CHO-hM4 cells, ACh EC80, Fluo-8 calcium fluorescence;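 active = inhibition above its plate's cutoff, the mean inhibition of sample wells plus 3 SD, cut at about 27% in these data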;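 note: 0% = acetylcholine EC80 with DMSO and 100% = DMSO without agonist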
# M4 ag – agonists of human muscarinic M4 receptor (CHRM4). P08173. CHO-K1 hM4/Gqi5, Fluo-8 calcium fluorescence; vehicle 0%, full acetylcholine response 100%. activation, % at 3 µM. 360,000 tested, 0.14% active. AID 624127;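 active = activation above the run mean over all test wells plus 3 SD, cut at about 32% in these data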;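 note: peak over basal fluorescence ratio per well then scaled between controls; 0% = DMSO wells and 100% = acetylcholine at EC100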
# CHRM1 PAM – positive allosteric modulators of human M1 muscarinic receptor | P11229 | CHO-K1 hM1, Fluo-8 calcium fluorescence, ACh EC20; 0% = ACh EC20, 100% = maximal ACh | activation, % at 3 µM | 360,000 tested, 0.088% active; in the data active = activation above about 19%, passing the limit was not always enough
# Target sequence (P11229 whole entry, looked up): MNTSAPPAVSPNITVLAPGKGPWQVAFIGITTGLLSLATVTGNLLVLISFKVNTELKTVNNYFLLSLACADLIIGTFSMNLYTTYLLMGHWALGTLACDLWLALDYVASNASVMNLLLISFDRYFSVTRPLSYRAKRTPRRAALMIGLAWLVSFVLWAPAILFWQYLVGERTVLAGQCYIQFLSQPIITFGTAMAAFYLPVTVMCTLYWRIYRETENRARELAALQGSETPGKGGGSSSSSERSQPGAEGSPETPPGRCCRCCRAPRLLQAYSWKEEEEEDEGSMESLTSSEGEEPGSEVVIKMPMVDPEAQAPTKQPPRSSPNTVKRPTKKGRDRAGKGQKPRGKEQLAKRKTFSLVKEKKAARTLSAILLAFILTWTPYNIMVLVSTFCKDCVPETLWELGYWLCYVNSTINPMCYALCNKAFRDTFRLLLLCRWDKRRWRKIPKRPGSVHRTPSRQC
# M1 ag – agonists of human M1 muscarinic receptor; activation, % at 3 µM; 360,000 tested, 0.33% active; P11229; CHO-K1 hM1, Fluo-8 calcium fluorescence, agonist mode; 0% DMSO, 100% acetylcholine EC100;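 active = activation above the run's mean compound activation plus 3 SD, cut at about 16% in these data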;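 note: peak over basal fluorescence ratio within a 140 s kinetic read after compound addition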
# M1 ag parental – M1 agonist counterscreen hit in parental CHO-K1 cells. activation, % at 3 µM. 360,000 tested, 0.48% active. Fluo-8 calcium fluorescence; scaled to maximal ATP response, vehicle zero; in the data active = activation above about 15%;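 note: untransfected CHO-K1 host cells lacking M1 receptor as counterscreen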
# CHRM1 antagonist – human CHRM1 antagonism. 360,000 tested, 1.3% active. AID 588852. inhibition, % at 3 µM. CHO-K1 hM1, Fluo-8 calcium fluorescence, ACh EC80 antagonist. P11229;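 active = percent inhibition above its own plate's cutoff, namely the mean of that plate's compound wells plus 3 SD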;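 note: peak over basal fluorescence ratio during 140 s after agonist addition; 0% = ACh EC80 plus DMSO and 100% = DMSO alone without agonist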
# CHO parental Ca – signal in parental CHO cells, OX1R antagonist counter-screen. parental CHO-K1, ATP-induced calcium, Fluo-8 fluorescence. inhibition, % at 5.6 µM. 330,000 tested, 0.63% active. AID 463079;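 active = inhibition above that plate's mean sample inhibition plus 3 SD, cut at about 26% in these data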;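 note: 0% = ATP-challenged DMSO wells and 100% = DMSO wells without ATP; some compounds past the cut are filed as inactive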
#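 Assay system – parental CHO cells · Reagent – ATP stimulus · Detection – intracellular calcium via Fluo-8 no-wash fluorescent dye · Evaluation – percent inhibition of ATP-evoked calcium rise, normalized to controls · Controls – ATP wells versus no-ATP DMSO wells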
# CHO-K1 Ca antag – counter-screen for M1 antagonists: effect in parental CHO-K1 cells; ATP-induced calcium, Fluo-8 fluorescence; 360,000 tested, 0.6% active; inhibition, % at 3 µM;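 active = inhibition above a per-plate cutoff, the plate's mean sample inhibition plus 3 SD, cut at about 24% in these data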;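 note: 0% = DMSO plus EC80 ATP and 100% = DMSO alone without ATP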
# OXTR potentiator – potentiators of human oxytocin receptor; CHO-OTR cells, Fluo-8 calcium fluorescence, potentiator mode; 0% = oxytocin EC15, 100% = EC100; activation, % at 3 µM; 320,000 tested, 0.061% active;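 active = activation above that plate's cutoff, the mean activation of tested compounds plus 3 SD, cut at about 6.6% in these data, passing the limit was not always enough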;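 note: 100% uses oxytocin at 75 nM as the full agonist control; some results filed as inactive read as strong as hits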
# Target sequence (P30559 whole entry, looked up): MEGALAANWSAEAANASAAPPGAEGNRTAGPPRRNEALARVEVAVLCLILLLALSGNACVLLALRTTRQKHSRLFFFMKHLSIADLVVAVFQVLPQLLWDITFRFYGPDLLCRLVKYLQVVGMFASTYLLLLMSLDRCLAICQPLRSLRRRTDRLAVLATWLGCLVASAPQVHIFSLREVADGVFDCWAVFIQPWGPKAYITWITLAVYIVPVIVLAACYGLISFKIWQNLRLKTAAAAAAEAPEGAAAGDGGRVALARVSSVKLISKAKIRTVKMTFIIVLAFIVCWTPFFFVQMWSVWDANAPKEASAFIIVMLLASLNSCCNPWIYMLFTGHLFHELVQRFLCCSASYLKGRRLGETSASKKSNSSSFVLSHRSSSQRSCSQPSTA
#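 Material: human OTR in CHO cells. Compound: 3.0 µM, one dose. Timing: compound 6 min at room temperature before oxytocin, 100 s read. Evaluation: % activation of max/min ratio relative to oxytocin controls. Replication: single well per compound, singlicate. Signal: Fluo-8 calcium dye fluorescence.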
# Numbers without * were called inactive; x = not tested or not shown.
# The line under a structure holds: M4 antag	M4 ag	CHRM1 PAM	M1 ag	M1 ag parental	CHRM1 antagonist	CHO parental Ca	CHO-K1 Ca antag	OXTR potentiator
- Cc1cc(C)n(Cc2ccc(C(=O)N/N=C/c3ccc(-c4ccc([N+](=O)[O-])cc4)o3)o2)n1
  1	4	9	0	0.5	-10	-4	2	-8
- Cc1[nH]c2c(Cl)cccc2c1CCNC(=O)C1CCCCC1C(=O)OCC(F)(F)F (stereo not given)
  -3	1	5	-2	1.9	-9	-16	-26	-5
- CCC(CC)C(=O)Nc1cccc(/C(C)=N\NC(=O)c2ccc(C)s2)c1
  -3	-1	6	-4	0.1	-9	-19	-11	-11
- C[C@@H]1CN(S(=O)C(C)(C)C)[C@H](CCO)/C1=C\c1ccccc1 (stereo not given in full)
  -8	5	8	-5	0.6	-18	x	-3	x
- O=C(CCn1nc(-c2ccc(Cl)cc2)c2ccccc2c1=O)NN1CCOCC1
  1	2	10	-6	1.2	-7	-22	-5	-7
- CN1CCC(N(C)C(=O)c2cc(-c3ccc(F)cc3)nc3ccccc23)CC1
  -6	2	4	-1	1.8	-10	-18	-10	-3
- O=C(Nc1cccnc1)c1cc2cc(Br)ccc2o1
  -7	4	-4	-2	2.5	60*	-10	-12	3
- CCCCNC(=O)C[C@@H]1C[C@@]2(C(=O)OCC)CCC=C2N(CCC2=CCCCC2)C1=O
  -14	-1	x	x	-0.2	x	x	-19	x
- Cc1ccc2occ(/C=N/NC(=O)[C@@H](N)Cc3ccccc3)c(=O)c2c1
  0	2	10	-3	0.5	-11	-2	-5	-9
- O=C(Cn1nnc(-c2ccccc2)n1)NCC(=O)Nc1ccc(F)c(F)c1F
  5	1	3	1	0.3	-5	-6	1	-5
- Nc1[nH]c(C(=O)c2ccccc2)c(-c2cccc3ccccc23)c1C(=O)NCc1ccccc1
  -1	1	x	x	0.3	x	x	-15	x
- COc1cc2ccccc2cc1C(=O)N1CC(C)OC(C)C1 (stereo not given)
  -32	1	7	-5	0.0	-6	x	-5	x
- COc1ccc(CCNC(=O)CNS(=O)(=O)c2ccc(Br)s2)cc1OC
  6	3	4	-1	1.3	-22	-10	-9	1
- CC(=O)Nc1ccc(NS(=O)(=O)c2ccc(OC(C)C(=O)N3CCOCC3)cc2)cc1 (stereo not given)
  -3	1	10	-2	0.6	-23	-2	-1	-3
- O=C(NCC(=O)N(c1ccccc1)C(C(=O)NC1CCCC1)c1cccnc1)c1cccs1 (stereo not given)
  -1	2	7	-2	0.5	-4	-13	-16	-1
- CCn1c(SCC(=O)Nc2cc(S(=O)(=O)N3CCOCC3)ccc2OC)nnc1-c1ccncc1
  -1	2	10	-5	0.8	-4	2	-10	-5
- COc1ccc(NC(=O)C(OC(=O)c2cnc(C)cn2)c2ccccc2)cc1Cl (stereo not given)
  5	-1	-1	-2	1.5	5	-5	7	-4
- O=C(COC(=O)/C=C/c1ccccc1Cl)NC1CCCC1
  4	2	-4	-3	0.0	6	-9	10	2
- CCCCCOC(=O)C1[C@H]2C(=O)N(c3ccccc3CC)C[C@]23C=C[C@H]1O3 (stereo not given in full)
  7	1	12	0	0.1	-13	-18	-16	-9
- O=C(/C=C/c1ccccc1)Nc1cccc(C(=O)NCCCc2ccccc2)c1
  -2	11	-10	-1	3.6	10	x	8	x
- CC[C@]1(C(=O)OC)[C@H]2C(=O)N(Cc3ccccc3)C(=O)[C@H]2[C@H]2CN=C(SCC(=O)c3ccccc3)N21
  -13	3	8	-5	0.9	-18	-16	-7	x
- Cc1ccc2nc(NC(=O)COC(=O)c3ccco3)sc2c1
  5	2	8	-3	0.0	-6	-4	2	-5
- CCOc1ccc(C(=O)CCC(=O)NC2=NCCS2)cc1
  15	0	6	-4	-0.1	-13	-10	9	5
- Cc1nnc(C)n1/N=C/c1cccn1C
  4	0	4	2	0.6	-7	5	-1	-2
- CCn1cc(CCC(=O)NCc2cccc(OC)c2OC)c2ccccc21
  -2	2	5	-3	2.0	-2	-27	-3	-9
- N#Cc1c(N2CCCCC2)nc(N)c2c(N)nc(SCC(=O)O)cc12
  -5	1	7	-1	1.4	-2	5	-8	-4
- Cc1ccc(-c2cc(-c3ccccc3O)nc(N/N=C/c3cccnc3)n2)cc1
  -2	2	7	-4	0.7	-11	-6	-17	-3
- COc1ccccc1N1CCN(C2CCC(C)CC2)CC1 (stereo not given)
  11	1	6	-7	0.7	-7	-13	-8	-4
- CCN(Cc1ccccc1)S(=O)(=O)c1cc(C(=O)NC2CCCCCC2)ccc1OC
  -1	1	2	-8	1.5	-3	-19	11	-6
- CCCC/C(C)=N/NC(=O)CN(c1ccc(Br)cc1)S(=O)(=O)c1ccccc1
  5	0	-6	-5	0.2	15	-35	16	-15
- Cc1ccc(-n2c(=O)c3sccc3n(CC(=O)NC3CCCCC3)c2=O)cc1
  -2	0	3	-2	0.1	-7	-3	-11	-8
- O=C(CN1CCCCCC1)NCCc1ccc(F)cc1
  -4	1	3	-8	2.7	2	3	-8	-6
- CCOC(=O)[C@H]1[C@H]2COc3ccc(OC)cc3[C@H]2N2C(=O)CNC(=O)[C@@]12C
  -2	0	16	2	0.2	-28	-13	-13	3
- CCc1ccc(C2=NN(c3ccc(S(N)(=O)=O)cc3)C(c3ccc(F)cc3)C2)cc1 (stereo not given)
  1	0	2	-3	0.6	1	-8	-14	-4
- Cc1ccc(S(=O)(=O)CCN2CCC(O)(c3ccccc3)CC2)cc1
  -10	1	12	-2	-0.1	-15	-14	-8	-4
- Cc1cc(=O)n(CC(=O)O)c2ccccc12
  4	1	7	-4	0.7	-12	11	-8	-5
- Cn1c(Cn2nnc(-c3ccccc3)n2)nnc1SCc1ccccc1Cl
  -1	3	10	3	1.6	-8	-10	-18	-6
- CCOc1ccc(S(=O)(=O)NNC(=O)c2cc3ccccc3o2)cc1
  16	7	-4	-2	2.8	6	-31	4	-2
- Cc1ccc(NC(=O)c2ccc(Cl)c(N3C(=O)C=CC3=O)c2)cc1
  14	2	3	-2	1.4	8	7	-2	-12
- Cc1cc(OC(=O)c2cc(Br)ccc2Cl)c([N+](=O)[O-])c(=O)[nH]1
  -2	1	-8	0	0.6	16	6	7	-1
- CCc1ccc(C(=O)NNC(=O)CCC2CCCCC2)cc1
  1	0	16	-6	0.6	-17	-21	-11	-7
- CCOc1ccc(NC(=S)NC(=O)c2c(Br)cnn2C)c([N+](=O)[O-])c1
  -12	0	0	-3	0.2	-6	-7	4	-6
- COc1ccc(C(=O)Nc2ccncc2)cc1[N+](=O)[O-]
  2	2	12	-3	1.1	-19	x	-7	x
- CCOc1ccccc1C(=O)NCC(=O)NCCc1ccc(S(N)(=O)=O)cc1
  -8	1	6	-2	0.6	-14	-12	-1	-2
- Cc1nn(CC(=O)NCc2ccccc2F)c(C)c1[N+](=O)[O-]
  4	0	-4	-3	1.8	6	2	5	-5
- O=C1CCC(C(=O)OCC(=O)Nc2cc(Cl)ccc2F)=NN1
  -1	0	1	-1	0.3	-12	-9	-7	0
- Cc1cc(NCc2ccccc2)nc(-c2ccccc2O)n1
  3	-2	-3	-7	1.3	-7	2	-11	-4
- COc1ccc(S(=O)(=O)Nc2cccc3c2O[C@@H](CN(C)Cc2ccc(C(=O)O)cc2)[C@@H](C)CN([C@H](C)CO)C3=O)cc1
  4	1	4	-1	0.0	-7	-4	-6	-3
- O=C(NCCOc1ccc(F)cc1)C1CCC(=O)N(CCc2ccccn2)C1 (stereo not given)
  -13	1	4	-2	1.2	-6	-18	-7	0
- CCCS(=O)(=O)N1CCCC(C(=O)N2CCN(c3ccccc3)CC2)C1 (stereo not given)
  6	1	7	-2	1.1	-8	-11	-4	-12
- N#Cc1ccsc1NC(=O)c1ccc(Cl)c([N+](=O)[O-])c1
  -7	16	-9	8	19*	26	46*	13	-9
- Cc1nc2ccccn2c1C(=O)N=Nc1c(O)[nH]c2ccccc12
  1	7	6	-8	2.7	-9	-7	-7	-4
- CCOc1ccc(NS(=O)(=O)c2ccc(-c3cnc(C4CC4)o3)cc2)cc1
  -9	8	-4	-2	4.8	1	-10	-7	-9
- CCOCCCNc1nc(C(F)(F)F)nc2c1nnn2Cc1ccccc1Cl
  -8	0	13	-5	-0.3	-22	-25	-3	-17
- CC#CC(=O)NC1CCCN(C2Cc3ccccc3C2)C1 (stereo not given)
  -2	1	21	-7	0.6	-21	-14	-5	3
- Cc1cc(=O)[nH]c(SCc2cccc(Br)c2)n1
  0	-1	3	0	0.7	-43	-13	-5	-6
- COc1ccc(-c2ccc3c(c2)c(Sc2ccccc2)c(-c2ccccc2)n3C)cc1
  -1	0	x	x	0.5	x	x	-16	x
- CC1=C(C(=O)N2CCCCCC2)CC(CC(=O)NC(c2ccccc2)c2ccccc2)C(=O)N1Cc1ccccc1 (stereo not given)
  -2	1	10	-3	0.2	-12	x	11	x
- Cc1ccc(NC2=C(Cl)C(=O)OC2OC(=O)c2ccco2)cc1 (stereo not given)
  3	4	4	-2	1.7	-30	4	-18	-9
- COC(=O)c1ccc(COc2ccc(C3C4=C(CCCC4=O)Nc4onc(C)c43)cc2)cc1 (stereo not given)
  13	1	8	-2	0.3	3	-15	17	-3

# Continued.
# The line under a structure holds: M4 antag	M4 ag	CHRM1 PAM	M1 ag	M1 ag parental	CHRM1 antagonist	CHO parental Ca	CHO-K1 Ca antag	OXTR potentiator
- O=C(c1ccco1)N1CCN(c2ncccn2)CC1
  -5	1	1	-3	0.3	-1	12	-3	-2
- O=C(NCC(=O)N1CCN(C(=O)c2ccccc2)CC1)c1ccccc1
  8	0	0	-3	0.5	-1	-1	-8	-3
- CCN(CC(=O)Nc1ccc(S(N)(=O)=O)cc1)S(=O)(=O)c1cc(C)ccc1OC
  3	1	-2	-3	0.0	-20	-12	-11	-6
- Cc1cccnc1NC(=O)C(C)Oc1ccccc1 (stereo not given)
  1	0	11	-3	0.6	-15	-7	-4	-2
- COc1c(F)c(F)c(C(=O)Nc2ccc(NC(=O)c3ccco3)cc2)c(F)c1F
  4	4	-1	-5	1.3	-8	-3	5	-6
- O=C(CN1CCN(S(=O)(=O)c2ccccc2F)CC1)N1CCc2ccccc2C1
  7	0	0	-2	0.4	-8	-18	-10	1
- CC(C)(C)c1nnc2sc(SCC(=O)c3ccc4c(c3)OCCO4)nn2c1=O
  0	2	11	-3	-0.3	-4	1	5	-3

# Bioassay records from PubChem.
